ULK1 inh: ULK1 kinase inhibitors, primary screen, biochemical, AlphaScreen; Serine/threonine-protein kinase ULK1 (Homo sapiens), O75385; AlphaScreen Atg13 phosphorylation by ULK1, luminescence; inhibition, % at 5.96 µM; 1.9% of 30,000 active; AID 1259251, 2017; in the data active means inhibition above about 43%;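 further: 0% = median of compound wells and 100% = no enzyme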
Target sequence (O75385 whole entry, looked up): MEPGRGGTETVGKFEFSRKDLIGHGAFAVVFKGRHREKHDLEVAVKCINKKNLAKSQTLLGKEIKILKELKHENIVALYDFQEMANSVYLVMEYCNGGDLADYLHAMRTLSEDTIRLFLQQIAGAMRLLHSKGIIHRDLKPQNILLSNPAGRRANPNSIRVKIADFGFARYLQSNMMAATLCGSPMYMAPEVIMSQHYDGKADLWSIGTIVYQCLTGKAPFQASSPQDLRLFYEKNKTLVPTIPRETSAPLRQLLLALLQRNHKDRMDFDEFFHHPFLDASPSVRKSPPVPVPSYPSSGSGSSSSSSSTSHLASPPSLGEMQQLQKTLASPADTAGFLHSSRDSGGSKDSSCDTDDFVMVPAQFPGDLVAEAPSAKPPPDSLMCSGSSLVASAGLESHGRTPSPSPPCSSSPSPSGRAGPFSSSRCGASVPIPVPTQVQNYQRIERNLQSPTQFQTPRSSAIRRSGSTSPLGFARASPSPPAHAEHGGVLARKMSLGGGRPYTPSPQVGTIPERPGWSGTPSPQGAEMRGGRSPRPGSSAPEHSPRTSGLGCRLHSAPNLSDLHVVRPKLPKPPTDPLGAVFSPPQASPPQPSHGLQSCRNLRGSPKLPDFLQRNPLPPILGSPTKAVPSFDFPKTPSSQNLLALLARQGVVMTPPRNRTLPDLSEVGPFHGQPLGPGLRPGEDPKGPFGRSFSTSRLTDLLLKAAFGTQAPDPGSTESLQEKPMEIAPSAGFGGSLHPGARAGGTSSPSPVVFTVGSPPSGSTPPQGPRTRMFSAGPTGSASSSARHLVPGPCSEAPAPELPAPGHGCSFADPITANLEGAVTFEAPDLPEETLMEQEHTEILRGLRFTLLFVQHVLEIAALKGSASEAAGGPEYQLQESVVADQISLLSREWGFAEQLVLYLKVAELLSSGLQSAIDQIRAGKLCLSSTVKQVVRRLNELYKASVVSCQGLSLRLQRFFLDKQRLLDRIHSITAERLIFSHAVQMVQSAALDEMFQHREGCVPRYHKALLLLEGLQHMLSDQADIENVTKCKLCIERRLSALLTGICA
ASK1 primary: ASK1 kinase inhibitors, primary screen, biochemical, AlphaScreen | inhibition, % at 7.44 µM | 0.99% of 22,000 active | AID 1159602, 2016 | AlphaScreen MKK6 phosphorylation by ASK1, luminescence | Mitogen-activated protein kinase kinase kinase 5 (Homo sapiens), Q99683; in the data active means inhibition above about 35%;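 further: 0% = median of compound wells and 100% = no enzyme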
Numbers without * were called inactive; . = not tested or not shown; & = joins results of further samples.

The line under a structure holds: ULK1 inh	ASK1 primary
> CCN(CC)C(=O)C1CCCN(c2nc(NCCc3ccc(OC)cc3)c3ncn(CCN4CCCC4=O)c3n2)C1 (centres undefined)
  5	-13
> CCN(CC)c1nc(N)nc(Nc2ccncn2)n1
  -20	-26
> OCC1CCCN1c1nc(NCc2nc3ccccc3[nH]2)c2ncn(Cc3ccc(C(F)(F)F)cc3)c2n1 (centres undefined)
  -25	5
> O=C(NCCOc1ccccc1)c1cccc(-c2ccccc2)n1
  -24	-18
> Nc1nccc(-c2cc(F)c3nc(C4COc5ccc(C(=O)O)cc5C4)[nH]c3c2)n1 (centres undefined)
  -8	12
> CCN(CC)C(=O)C1CCCN(c2cccc(C(=O)NCCCN3CCCC3=O)n2)C1 (centres undefined)
  1	-17
> CC(C)n1cnc2c(NCc3nc4ccccc4[nH]3)nc(Nc3cnccn3)nc21
  28	-12
> CC(CN1CCOCC1)OC(=O)C1COc2ccccc2O1 (centres undefined)
  -4	.
> COc1ccc(-c2nc(NCc3nc4ccccc4[nH]3)c3ncn(-c4ccccc4)c3n2)cc1
  -36	-7
> CC(C)n1cnc2c(NCCOc3ccccc3)nc(NC3CCN(Cc4ccccc4)CC3)nc21
  -6	14
> O=S(=O)(O)CCSSCCS(=O)(=O)O
  2	.
> CC(C)NCC(O)c1ccc(NS(C)(=O)=O)cc1 (centres undefined)
  1	.
> O=C1CCCN1CCCNc1nc(NCc2cccnc2)nc2c1ncn2-c1ccccc1
  -1	-15
> Cn1cc(-c2ccncc2)cc(NC(=O)[C@H]2COc3ccccc3O2)c1=O
  -1	-14
> COc1ccc(Nc2nc(NCc3cccc(C(F)(F)F)c3)c3[nH]cnc3n2)cc1
  -16	-13
> COc1ccc(CCNC(=O)c2cnc(Nc3ccc(-n4ccnc4)cc3)s2)cc1
  2	6
> CN1CCN(c2ccc(-c3nc(NCCOc4ccccc4)c4ncn(-c5ccccc5)c4n3)cc2)CC1
  -12	6
> CC(C)n1cnc2c(Nc3ccccc3)nc(-c3ccc(C(=O)N4CCN(C)CC4)cc3)nc21
  6	-5
> CN1CCCC(Oc2ccc(C(=O)Nc3ccc4[nH]ncc4c3)cn2)C1 (centres undefined)
  -5	1
> COc1ccc(CCNC(=O)c2csc(-c3c(C)noc3C)n2)cc1
  -5	-10
> COc1cc2nc(Nc3ccncn3)nc(NCc3nc4ccccc4[nH]3)c2cc1OC
  -10	-1
> CC(=O)[C@H]1CC[C@H]2[C@@H]3C=CC4=CC(=O)CC[C@@]4(C)[C@@H]3CC[C@]12C
  1	.
> COc1cc(Nc2nc(C)cc(NCCN(C(C)C)C(C)C)n2)cc(OC)c1OC
  -22	-10
> OCCNc1nc(Cl)nc2c1ncn2-c1ccccc1
  3	0
> O=C(O)Cn1c(-c2cccnc2)nc2ccccc21
  -1	.
> Cc1cccc(NC(=O)Nc2cnn(-c3cccc(C(=O)NC4CCC(O)CC4)c3)c2)c1 (centres undefined)
  -3	-10
> O=C1CCc2ccc(OCCCCN3CCN(c4cccc(Cl)c4Cl)CC3)cc2N1
  -5	.
> c1ccc(CNc2cc(NCc3cccnc3)ncn2)cc1
  2	-22
> COc1ccc(-c2nc3ccc(C(=O)Nc4ccc(NC(C)=O)cc4)cc3s2)cn1
  -9	-3
> COc1ccc(CCNc2nc(-c3ccc(OC)cc3)nc3c2ncn3C2CCCCC2)cc1
  -1	1

Retrieved one by one from the entries so far (six):
The line under a structure holds: ULK1 inh	ASK1 primary
> CN1CCCC(Oc2ccc(C(=O)Nc3ccc4[nH]ncc4c3)cn2)C1 (centres undefined)
  -5	1
> O=C1CCc2ccc(OCCCCN3CCN(c4cccc(Cl)c4Cl)CC3)cc2N1
  -5	.
> COc1cc2nc(Nc3ccncn3)nc(NCc3nc4ccccc4[nH]3)c2cc1OC
  -10	-1
> CC(C)n1cnc2c(Nc3ccccc3)nc(-c3ccc(C(=O)N4CCN(C)CC4)cc3)nc21
  6	-5
> O=C(O)Cn1c(-c2cccnc2)nc2ccccc21
  -1	.
> OCC1CCCN1c1nc(NCc2nc3ccccc3[nH]2)c2ncn(Cc3ccc(C(F)(F)F)cc3)c2n1 (centres undefined)
  -25	5

Additional results
The line under a structure holds: ULK1 inh	ASK1 primary
> O=C(NCc1cccc(C(F)(F)F)c1)c1cccc(N2CCN(Cc3ccc4c(c3)OCO4)CC2)n1
  -19	2
> CN1C(=O)C(C)(C)COc2cc(NC(=O)CCc3ccccc3)ccc21
  0	.
> COc1cc(Nc2nc(Nc3ccncn3)nc3c2ncn3-c2ccsc2)cc(OC)c1OC
  0	4
> CC(c1cc2ccccc2s1)N(O)C(N)=O (centres undefined)
  7	.
> CCCNc1nc(N2CCCC2CO)nc2c1ncn2C(C)C (centres undefined)
  3	5
> COc1cc2nc(-c3ccccc3)nc(Nc3cc(OC)c(OC)c(OC)c3)c2cc1OC
  -45	-10
> OCCNc1nc(Nc2ccncn2)nc2c1ncn2-c1ccsc1
  21	-9
> COc1ccc(/C=C(\C#N)C(=O)Oc2ccc([N+](=O)[O-])c3cccnc23)cc1
  -6	.
> CNS(=O)(=O)c1ccccc1Nc1cc(Nc2ccc(N3CCOCC3)cc2OC)ncc1C(F)(F)F
  91*	8
> CCN(CC)C(=O)C1CCCN(c2cccc(C(=O)NCc3cccnc3)c2)C1 (centres undefined)
  7	1
> c1csc(-c2cc(NC3CC3)ncn2)c1
  -4	-4
> CCCNc1cc(NCc2cccnc2)nc(N)n1
  -4	-9
> COc1cc(Nc2cc(C)nc(-c3c(C)nn(C)c3C)n2)cc(OC)c1OC
  -3	1
> Cc1noc(C)c1-c1nc(NCCOc2ccccc2)c2ncn(CCN3CCCC3=O)c2n1
  0	-20
> CN1CCN(C(=O)c2ccc(-c3nc4ccc(C(=O)Nc5ccc(Oc6ccccc6)cc5)cc4s3)cc2)CC1
  -25	2
> c1ccc(Nc2nc(Nc3ccncn3)nc3c2ncn3-c2ccccc2)cc1
  -9	-11
> O=C(Cc1cn(-c2ccc(Cl)nn2)c2ccccc12)Nc1ccccc1
  11	13
> O=C1CCCN1CCn1cnc2c(NC3CCN(Cc4ccccc4)CC3)nc(NC3CCN(Cc4ccccc4)CC3)nc21
  -3	1
> O=C(NCCc1ccc(O)cc1)c1csc(Nc2ccc3ncccc3c2)n1
  -15	-17
> O=C1CCCN1CCCNc1nc(NCCN2CCOCC2)c2ncn(-c3ccccc3)c2n1
  -4	-21
> c1nc(NCCCN2CCOCC2)cc(Nc2ccc(N3CCOCC3)cc2)n1
  2	6
> C=CCN1CCN(c2c(Cl)cccc2NC(=O)c2cscn2)CC1
  3	16
> COc1ccc(CCNC(=O)c2cncc(-c3ccccc3)c2)cc1
  -28	-22
> CN(C)CCOc1cc(-c2cn[nH]c2)ccc1NC(=O)C1COc2ccc(C(=O)NC3CC3)cc2C1 (centres undefined)
  12	3
> O=C(Nc1ccc(N2CCOCC2)cc1)c1ccc(-n2ncc3ccc(-c4ncn[nH]4)cc32)cc1
  -5	6
> COc1ccc(CC(=O)Nc2cc(Nc3ccccc3-c3ncn[nH]3)ccn2)cc1
  -44	-14
> O=C(NCCOc1ccccc1)c1cccc(Nc2cnccn2)n1
  5	-1
> c1ccc(Oc2ccc(Nc3ccnc(Nc4ccncc4)n3)cc2)cc1
  -19	-14
> Cc1cc(N2CCCC2)nc(N2CCN(S(=O)(=O)c3ccccc3F)CC2)n1
  -14	.
> Cc1ccnc(NC(=O)C(C)c2cccc(C(=O)c3ccccc3)c2)c1 (centres undefined)
  -12&-5	.

(listing goes on)
The line under a structure holds: ULK1 inh	ASK1 primary
> NC(=O)c1ccc(-c2nc(Nc3ccc(N4CCOCC4)cc3)c3ncn(Cc4ccc(C(F)(F)F)cc4)c3n2)cc1
  0	22
> COc1cc(NC(=O)c2cccc(-n3cc(NC(=O)Nc4ccccc4Cl)cn3)c2)ccc1N1CCOCC1
  -18	7
> COc1ccc(OC)c(CNC(=O)c2c[nH]c3cc(-c4cn[nH]c4)ccc23)c1
  -12	11
> NC(=O)c1ccc(-c2nc(NCCN3CCOCC3)c3ncn(Cc4ccc(C(F)(F)F)cc4)c3n2)cc1
  -43	3
> O=C1CCCN1CCn1cnc2c(NCc3nc4ccccc4[nH]3)nc(Nc3ccccn3)nc21
  15	3
> COc1cc2nc(N3CCOCC3)nc(NCc3nc4ccccc4[nH]3)c2cc1OC
  2	-1
> Cc1cccc(CC(=O)Nc2cnn(-c3cccc(-c4nn[nH]n4)c3)c2)c1
  -10	2
> CCN(CC)c1nc(NCc2ccccc2)nc(N2CCC(N3CCOCC3)CC2)n1
  -2	14
> O=C1CCCN1CCn1cnc2c(NCCOc3ccccc3)nc(Nc3ccccc3)nc21
  -1	-1
> Cc1nn(C)c(C)c1-c1nc(NCCN(C(C)C)C(C)C)c2ncn(C3CCCCC3)c2n1
  10	-13
> Cc1noc(C)c1-c1cc(NCCN2CCOCC2)nc(N)n1
  -4	0
> CC(C)n1cnc2c(NCCc3ccccn3)nc(Nc3ccc(N4CCOCC4)cc3)nc21
  15	12
> O=C(Nc1ccc(N2CCOCC2)cc1)c1csc(N2CCC(N3CCOCC3)CC2)n1
  16	-7
> NC(=O)c1csc(-c2csc3ccccc23)n1
  -2	-4
> FC(F)(F)c1ccc(Cn2cnc3c(NCc4nc5ccccc5[nH]4)nc(Nc4ccc(N5CCOCC5)cc4)nc32)cc1
  13	6
> O=C1CCCN1CCn1cnc2c(NCc3nc4ccccc4[nH]3)nc(Nc3ccc(-n4ccnc4)cc3)nc21
  11	4
> O=C1CCCN1CCn1cnc2c(NCCOc3ccccc3)nc(Nc3ccc4ncccc4c3)nc21
  -14	12
> Cc1cc(C)cc(Cn2cc(-c3cccs3)ccc2=O)c1
  18	.
> O=C(NCc1cccnc1)c1cccc(NCc2ccc3c(c2)OCO3)n1
  -28	-9
> Cc1ccc(C(=O)NC(=S)NNC(=O)c2ccccc2[N+](=O)[O-])cc1
  -3	.
> CS(=O)(=O)c1ccc(-n2cc(-c3ccnc4ccccc34)cn2)cc1
  38	.
> Cc1cncc2c(S(=O)(=O)N3CC[C@@H](NC(=O)C(O)c4ccc(Cl)cc4)C3)cccc12 (some centres undefined)
  -6	-1
> CC(C)n1c(NCc2cccnc2)nc2c(Nc3ccc4c(c3)OCO4)ncnc21
  3	-9
> COc1ccc(-c2nc(NC3CC3)c3ncn(-c4ccsc4)c3n2)cc1
  -19	4
> Cn1c(Nc2nc(NC3CCN(Cc4ccccc4)CC3)c3[nH]cnc3n2)nc2ccccc21
  4	9
> Cc1nc(NCCc2ccccc2)cc(-c2ccc(F)cc2)n1
  -1	.
> COc1nc(NCc2ccccc2)nc(NCc2ccco2)n1
  -17	.
> Cc1noc(C)c1-c1nc2c(NCCO)ncnc2n1C(C)C
  -8	-14
> O=C(NCCN1CCOCC1)c1ccc2nc(-c3ccccc3)sc2c1
  -16	-4
> c1cc(NCCN2CCOCC2)nc(N2CCN(Cc3ccc4c(c3)OCO4)CC2)n1
  12	2

Three compounds from above, ordered by molar mass, smallest number first.
The line under a structure holds: ULK1 inh	ASK1 primary
> Cc1ccc(C(=O)NC(=S)NNC(=O)c2ccccc2[N+](=O)[O-])cc1
  -3	.
> O=C1CCCN1CCn1cnc2c(NCc3nc4ccccc4[nH]3)nc(Nc3ccc(-n4ccnc4)cc3)nc21
  11	4
> NC(=O)c1ccc(-c2nc(Nc3ccc(N4CCOCC4)cc3)c3ncn(Cc4ccc(C(F)(F)F)cc4)c3n2)cc1
  0	22

(list continues)
The line under a structure holds: ULK1 inh	ASK1 primary
> CCOc1ccc(N=NN2CCCCC2)c([N+](=O)[O-])c1
  -5	.
> COc1ccc(N2CCN(S(=O)(=O)CCNC(=O)C3CCCC3)CC2)cc1
  7	.
> COc1cccc(CNC(=O)Nc2ccc(-c3cn[nH]c3)cc2OC)c1
  -6	6
> COc1ccc2c(c1)C[C@H](C(=O)Nc1ccc(-c3cn[nH]c3)cc1N1CCN(C)CC1)NC2
  5	-16
> O=C(NCc1nc2ccccc2[nH]1)C1CCN(c2ccc(Nc3ccc(C(F)(F)F)cc3)nn2)CC1
  -22	-11
> CC(C(=O)O)c1ccc(-c2ccccc2)c(F)c1 (centres undefined)
  -6	.
> O=C(NCCOc1ccccc1)c1ccc2nc(Nc3ncccn3)sc2c1
  23	1
> NC(C(=O)N1CCC(Nc2ccc3cnccc3c2)CC1)c1cccc(Br)c1 (centres undefined)
  -5	-12
> c1ccc(-n2cnc3c(NCc4nc5ccccc5[nH]4)nc(Nc4ccc(-n5ccnc5)cc4)nc32)cc1
  5	7
> O=C(NCCCN1CCCC1=O)c1ccnc(Nc2nccc3ccccc23)c1
  1	5
> COc1ccc(-c2nc(NCc3cccnc3)c3ncn(C(C)C)c3n2)cc1
  -12	6
> COc1cc(Nc2nc(Nc3cccnc3)ncc2C)cc(OC)c1OC
  33	5
> COc1cc(OC)cc(Oc2ncc(-c3cccs3)cn2)c1
  -9	.
> COc1cccc2c(NC(=O)c3cccnc3)c(C(=O)c3ccc(Cl)cc3)oc12
  3	.
> O=C(NCc1ccccc1)c1ccnc(-c2ccccc2)c1
  -31	-9
> CCCCC(CC)CN=C(N)NC(N)=NCCCCCCN=C(N)NC(N)=NCC(CC)CCCC (centres undefined)
  20	.
> CC(=O)Nc1ccc(NC(=O)c2ccc3nc(NC4CCN(Cc5ccccc5)CC4)sc3c2)cc1
  -15	-6
> Cn1nccc1Nc1nc(NCc2cccc(C(F)(F)F)c2)c2ncn(C3CCCCC3)c2n1
  -19	2
> CC(=O)c1cccc(-c2nc3ncnc(NC4CC4)c3[nH]2)c1
  -5	8
> CCC(C)NC(=O)c1ccccc1N(Cc1ccccc1)S(C)(=O)=O (centres undefined)
  -6	.
> Cc1cc(NCCN2CCOCC2)nc(Nc2ccc3ncccc3c2)n1
  5	-17
> CN(C)C(=O)/C=C/c1ccc2c(c1)OCO2
  2	.
> COc1cc(Nc2ncnc3c2nc(Nc2cnccn2)n3C(C)C)cc(OC)c1OC
  -6	16
> COc1cccc(CNC(=O)c2cnn3cc(-c4ccncc4)ccc23)c1
  -7	1
> O=C(O)CC(S)C(=O)O (centres undefined)
  -7	.
> O=C(NCCCN1CCCC1=O)c1cccc(-c2cccs2)c1
  -4	6

Screening results as filed in PubChem.
